# Source: PubChem
# PKA-R1A activ: activators of PKA-R1A holoenzyme, primary screen, biochemical, fluorescence polarization, Cy5-IP20, bovine R1A, mouse PKAc | 340,000 tested, 0.083% active | PKA-R1A dissociation; scaled: DMSO 0%, 113 µM cGMP 100% | cAMP-dependent protein kinase type I-alpha regulatory subunit (Bos taurus) + … | activation, % at 11.4 µM;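 active means percent activation above the mean of all tested compounds plus 3 SD, cut at about 19% in these data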;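 further: higher means more PKAc released from R1A so a rise in polarization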
# HTR5A inv ctr: HTR5A inverse agonists in luminescence cell assay, primary screen, counter-screen for OPRM1-OPRD1 heterodimer inverse agonist project, full-deck HTS. 5-hydroxytryptamine receptor 5A (Homo sapiens), P47898. inhibition, % at 9.3 µM. AID 504634, 2011. 340,000 tested, 0.083% active. HTR5A cell line, inverse agonism; in the data active means inhibition mostly above about 23%, no sharp cut-off; inactive means mostly below about 18%;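 further: 0% = cells with DMSO and 100% = no-cell wells with DMSO; some compounds called inactive have numbers as strong as hits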
# CDK5 inh: inhibitors of human CDK5/p35 kinase, primary screen, biochemical, single concentration; inhibition, % at 10 µM; Cyclin-dependent kinase 5 (Homo sapiens) + Cyclin-dependent kinase 5 activator 1 (Homo …; Recombinant CDK5/p35, ADP-Glo luminescence, 60 min; AID 488839, 2010; 330,000 tested, 0.01% active;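 active means highest replicate inhibition of at least 50% and at least 75% of replicates reaching 50%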;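 further: plate controls were DMSO neutral control for no effect and GW8510 at 10 µM for full effect; many of its hits are not listed in these tables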
# Target sequence (Q00535 whole entry, looked up): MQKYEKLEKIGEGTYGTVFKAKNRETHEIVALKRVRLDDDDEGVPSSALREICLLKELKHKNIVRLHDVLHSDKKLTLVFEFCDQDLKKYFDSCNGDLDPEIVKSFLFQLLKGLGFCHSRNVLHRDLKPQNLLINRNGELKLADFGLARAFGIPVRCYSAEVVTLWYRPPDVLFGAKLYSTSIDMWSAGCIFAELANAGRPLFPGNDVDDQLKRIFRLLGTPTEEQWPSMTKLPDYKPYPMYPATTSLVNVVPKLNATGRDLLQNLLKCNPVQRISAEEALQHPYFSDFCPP
# Target sequence (Q15078 whole entry, looked up): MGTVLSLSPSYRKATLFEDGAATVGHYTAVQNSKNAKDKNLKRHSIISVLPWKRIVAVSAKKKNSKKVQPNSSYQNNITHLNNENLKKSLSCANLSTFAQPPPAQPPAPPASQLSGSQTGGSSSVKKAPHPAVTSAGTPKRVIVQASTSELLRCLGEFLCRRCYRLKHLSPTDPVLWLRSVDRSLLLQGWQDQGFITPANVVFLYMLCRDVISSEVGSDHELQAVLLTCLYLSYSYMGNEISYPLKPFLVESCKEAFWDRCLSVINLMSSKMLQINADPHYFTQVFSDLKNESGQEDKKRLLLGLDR
# phage Ecoli inh: growth loss of phage-infected E. coli, primary screen, RecBCD inhibitor project, absorbance, with phage, HTS. AID 651602, 2012. 360,000 tested, 0.26% active. inhibition, % at 11.9 µM; in the data active means inhibition above about 11%
# DAGLB inh: DAGLB lipase inhibitors, primary screen, biochemical, fluorescence, HTS | HEK293T DAGLB membrane lysate, EnzChek fluorogenic substrate | inhibition, % at 5.17 µM | 340,000 tested, 0.059% active | AID 504411, 2011; in the data active means inhibition above about 34%;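 further: 0% = enzyme with vehicle and 100% = wells lacking enzyme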
# AddAB inh: growth inhibition of E. coli expressing H. pylori AddAB, primary screen, AddAB inhibitor project, absorbance; inhibition, % at 11.9 µM; 330,000 tested, 0.29% active; in the data active means inhibition above about 12%;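 further: 0% = vehicle wells of infected cells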
# SUMO Mot1 rescue: yeast Mot1-301 growth rescue at high temperature, primary screen, SUMOylation pathway inhibitor project, S. cerevisiae, ATP luminescence, 38.5C; growth rescue, % at 18.8 µM; S. cerevisiae Mot1-301 growth rescue; percent above DMSO median, 100 means doubled; 320,000 tested, 1% active;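 active means every valid replicate shows activation above 250% relative to neutral control wells; inactive means the rest, any valid replicate at or below 250%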;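 further: OY570 slx delta 5 strain wells were the positive control but not used for scaling; some compounds called inactive have numbers as strong as hits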
# PKA-R2B act: activators of PKA-R2B holoenzyme, primary screen, biochemical, fluorescence polarization, Cy5-IP20, human | AID 504700, 2011 | 340,000 tested, 0.079% active | PKA-R2B holoenzyme dissociation; R2B truncated from residue 108, S112A mutant; 0% DMSO only, 100% 113 µM cGMP | activation, % at 11.4 µM;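 active means activation above a cutoff set at the mean over all compounds plus 3 SD, cut at about 18% in these data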;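 further: higher means more holoenzyme dissociation and a rise in polarization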
# Target sequence (P31323 whole entry, looked up, other chains not shown, the tested form may be a part): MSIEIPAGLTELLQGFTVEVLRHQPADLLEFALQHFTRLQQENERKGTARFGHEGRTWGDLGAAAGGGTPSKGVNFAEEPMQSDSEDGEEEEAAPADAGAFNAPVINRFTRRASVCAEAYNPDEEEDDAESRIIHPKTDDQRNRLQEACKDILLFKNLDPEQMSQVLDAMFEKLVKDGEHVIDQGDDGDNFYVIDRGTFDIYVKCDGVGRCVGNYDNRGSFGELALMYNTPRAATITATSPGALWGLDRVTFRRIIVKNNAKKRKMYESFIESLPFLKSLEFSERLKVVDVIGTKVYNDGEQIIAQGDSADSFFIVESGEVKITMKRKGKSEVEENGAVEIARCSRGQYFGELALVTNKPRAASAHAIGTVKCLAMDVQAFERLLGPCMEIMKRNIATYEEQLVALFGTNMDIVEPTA
# Tat export inh: E. coli Tat export inhibitors, primary screen, MC4100, TorA-mCherry reporter, fluorescence, single point | inhibition, % at 10 µM | 340,000 tested, 0.036% active;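 active means mean replicate inhibition at least 50% and at least half of replicates individually reaching 50%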;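 further: exported cargo escapes ClpAP degradation while cytoplasmic cargo is degraded and loses fluorescence; 0% = median of neutral control wells and 100% = median of NaSCN control wells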
# HTR5A ag: HTR5A agonists in luminescence cell assay, primary screen, counter-screen for OPRM1-OPRD1 heterodimer agonist project, full-deck HTS. 5-hydroxytryptamine receptor 5A (Homo sapiens), P47898. cell-based. activation, % at 9.3 µM. 340,000 tested, 0.61% active. AID 504692, 2011; in the data active means activation mostly above about 9.5%, no sharp cut-off; inactive means mostly below about 7.6%;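 further: 0% = cells with vehicle only and 100% = reference agonist; strong numbers were not always called active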
# Ecoli viability: E. coli V3065 growth inhibition, primary screen, counter-screen for AddAB inhibitor project, absorbance, OD600. 18 h. inhibition, % at 11.9 µM. 330,000 tested, 0.27% active. AID 449728, 2010;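 active means inhibition above the campaign's mean inhibition across all tested compounds plus 3 SD, cut at about 9.9% in these data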;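 further: uninfected addAB+ strain grown without phage in ampicillin broth; 0% = DMSO wells and 100% = ciprofloxacin 0.95 µg/ml wells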
# Active calls of the source: *; x = no result given.
SMILES,PKA-R1A activ,HTR5A inv ctr,CDK5 inh,phage Ecoli inh,DAGLB inh,AddAB inh,SUMO Mot1 rescue,PKA-R2B act,Tat export inh,HTR5A ag,Ecoli viability
COc1ccc(N2CCN(C(c3cc(OC)ccc3OC)c3nnnn3Cc3ccco3)CC2)cc1 (stereo unspecified),6,16,-1.9,1.9,1,0.8,3,-7,16,-3,-0.2
CCOc1ccccc1NC(=O)CN1C(=O)CSC(C)C1=O (stereo unspecified),-9,1,-0.2,-1.5,-3,-3.4,1,-10,10,0,0.5
Cc1ccc(C(=O)N2CCSCC2)cc1,5,2,0.3,1.3,-4,1.2,-6,-1,-4,1,0.7
Cc1cc(C)c(S(=O)(=O)NCCc2ccccc2)c(C)c1,-10,-18,0.0,2.6,-9,1.5,-10,-6,5,3,-2.4
O=C(CN1CCN(c2ncccn2)CC1)Nc1ccccc1C(F)(F)F,0,12,-3.0,0.8,-5,3.3,-8,0,-8,0,-0.2
Cc1cc(C)nc(Sc2ncnc(N)c2[N+](=O)[O-])n1,3,-2,3.5,3.9,-5,2.9,8,-6,-3,-4,2.0
CCOC(=O)c1c(NC(=O)CSc2nnc(CNc3ccc(F)cc3)o2)sc(C)c1C,1,-11,x,0.5,-5,1.4,1,-6,11,5,-1.8
CCOC(=O)Cn1c(=O)oc2cc(S(=O)(=O)N3CCCC(C(=O)OCC)C3)ccc21 (stereo unspecified),3,-26,-1.6,2.0,-1,5.9,130,-2,4,9,-0.4
COC(=O)c1ccc(-c2noc(CN(C)CC3CCCCO3)n2)cc1 (stereo unspecified),2,-3,-1.0,-0.9,-2,-0.3,-5,3,-8,1,2.9
COc1cccc(/C=N/NC(=O)c2ccccc2)c1OS(=O)(=O)c1ccccc1,2,-3,-3.8,3.8,-1,4.3,2,-1,1,1,4.5
O=C(Cc1ccccc1)N1CCNCC1,0,-1,0.1,2.7,-1,2.9,178,3,-9,1,-1.7
O=C1NC(=S)N/C1=C/c1cc([N+](=O)[O-])ccc1O,8,6,-10,3.7,4,0.7,-3,2,4,-3,1.2
CN1CCN(C(=O)c2cccn(Cc3cccc(Cl)c3)c2=O)CC1,11,4,0.1,-0.2,1,-2.4,1,2,-3,-1,2.2
CCOC(=O)Cc1csc(NC(=O)CCSc2ccccc2)n1,-4,-14,0.1,2.5,-2,0.9,-28,-6,-2,5,-2.4
C[n+]1cccc(C(=O)N/N=C/c2ccc3c(c2)OCO3)c1,6,-12,1.4,0.4,3,2.7,1,-6,16,4,-0.8
Cc1cc(C(=O)N/N=C/c2ccc([N+](=O)[O-])s2)c2ccccc2n1,-7,-6,-2.1,1.8,2,6.7,-9,-10,-10,2,1.4
Cc1ccc(O)c(/C=N/NC(=O)c2[nH]ncc2Br)c1,5,18,-1.4,3.9,0,-1.0,11,-1,3,0,-1.6
CSc1ccccc1NC(=O)c1cnc2sc(C)cn2c1=O,-9,-7,0.4,4.3,-6,-0.8,5,-7,-2,7,0.7
Cc1cccc(C(=O)NCC(=O)OC(C)C(=O)Nc2ccc(Cl)cn2)c1 (stereo unspecified),0,-23,-0.5,1.5,0,0.5,19,1,14,-2,-1.3
CCOc1ccc(NC(=O)COc2ccc3c(c2)OCO3)cc1,-10,-2,-1.8,1.4,-5,0.8,1,-9,-1,4,0.5
Cc1c(C(N)=O)sc2ncn(CC(=O)NCCc3ccccc3)c(=O)c12,-6,6,0.7,1.1,2,6.3,-18,-4,-3,-2,-1.1
CCOC(=O)C1=C(CS(=O)(=O)c2ccc(F)cc2)NC(=O)NC1c1ccc(O)c(O)c1 (stereo unspecified),-19,7,0.3,-1.1,8,1.4,-9,-15,3,-1,2.0
COc1ccc(NC(=O)N2CCN(S(C)(=O)=O)CC2)cc1,-1,7,-3.1,2.9,-2,-0.5,252,-8,0,-3,-0.8
Cc1nc2ccc(S(=O)(=O)NCC(=O)N3CCC(N4CCCCC4)CC3)cc2s1,7,-18,-0.8,2.4,-1,3.0,-5,9,-6,3,2.3
Cc1ccnc(NC(=O)c2ccco2)n1,-3,2,-1.0,0.3,1,0.2,-3,2,7,-1,-1.7
CCCC(C)NC(=O)C1CC(=O)N(CCc2ccc(F)cc2)C1 (stereo unspecified),1,6,1.8,1.5,0,-0.2,-4,5,-4,-2,0.3
COC(=O)c1cc(=O)n(Cc2cccs2)c(=Nc2ccc(F)cc2)s1,-3,-14,-4.2,2.8,-5,4.2,-9,-6,-7,12,0.4
O=C(COC(=O)/C=C/c1ccc(OC(F)F)cc1)NC1CCCCC1,-2,-11,0.8,2.2,0,1.7,159,3,3,4,1.4
O=C(C[C@@H]1C/C=C\CCC(=O)O[C@H](c2ccccc2)CNC1=O)N[C@H](CO)Cc1ccccc1,2,-12,-1.5,1.8,-2,1.6,-13,7,-4,-2,-1.1
C(=N\n1cnnc1)/C1CCCCC1,-8,-33,-0.3,3.0,-1,-5.3,-24,5,3,-8,1.0
COc1cccc(C(C(=O)NC(C)(C)C)N(Cc2ccc(F)cc2)C(=O)CCC(=O)Nc2cc(C)on2)c1OC (stereo unspecified),4,6,1.0,1.1,2,3.0,138,-2,-13,-2,-0.9
O=C(O)c1ccc(NS(=O)(=O)c2cccc(C(=O)Nc3ccc([N+](=O)[O-])cc3)c2)cc1,11,-6,1.1,1.8,1,0.0,22,5,-2,2,0.6
COc1ccccc1C1C(C(=O)c2ccc(C)o2)=C(O)C(=O)N1c1cc(C)on1 (stereo unspecified),2,13,0.1,0.6,3,2.3,5,8,-7,1,0.7
COc1ccc(CC(=O)NCC(=O)N/N=C/c2cc(Br)ccc2OC)cc1,-4,28,1.2,2.4,3,-2.0,9,-6,-3,-6,-1.3
C/C(=N\NC(=O)c1ccc(CSc2nncn2C)cc1)c1ccc(C#N)cc1,3,-12,0.0,1.0,0,3.8,7,6,-3,-2,-1.6
CCCCN(C(=O)CSc1nnc(-c2ccc(Cl)cc2)o1)c1c(N)n(CC(C)C)c(=O)[nH]c1=O,3,-29,-0.7,2.1,-9,2.4,5,10,-1,4,1.6
Cc1ccsc1CNC1C2CC3CC(C2)CC1C3 (stereo unspecified),-15,19,0.3,2.8,2,1.0,148,-9,1,1,0.4
O=C(CCCN1C(=O)/C(=C/c2ccccc2Cl)SC1=S)NNC(=O)c1ccncc1,1,24,2.1,1.1,1,0.6,2,2,-4,4,-1.3
N#Cc1cc(-c2ccccc2)nc(N2CCNCC2)n1,1,-29,-0.8,2.9,-2,2.0,4,-12,-6,4,1.8
Cc1cccc(OCC(=O)NC2CCCCCC2)c1C,-1,-28,-0.2,1.8,-9,2.7,34,-7,-4,-3,2.1
Cc1ccc(C)c(NC2=NS(=O)(=O)c3ccccc32)c1,-5,-1,-1.5,-0.5,0,4.2,-1,-1,2,3,-0.1
COC(=O)c1c(NS(=O)(=O)c2ccc(C)cc2)sc2c1CCC(C)C2 (stereo unspecified),1,-48,0.7,1.4,-1,0.0,-9,1,1,1,0.2
Cc1ccc(C(=O)NCCCNC(=O)c2ccco2)cc1,4,1,-1.9,0.3,1,3.2,6,-1,-3,0,1.0
CCCCOCCCNC(=O)COc1ccccc1,3,-11,2.1,1.4,-4,0.4,128,-7,1,5,0.2
O=C(COC(=O)c1cccs1)NCCc1ccc(F)cc1,-3,-13,3.5,3.2,-3,x,x,2,1,-2,x
CCCCCNC(=O)c1cc(S(=O)(=O)N2CCCCC2)ccc1F,-9,-15,-1.2,-0.9,-2,1.4,8,-1,-7,1,0.2
CC(=O)Nc1ccc(C(=O)Cn2nnc3ccccc3c2=O)cc1,1,-17,0.6,1.9,-2,-1.1,-7,-10,-1,0,-0.3
CCOc1ccc2c(c1)N(C(=O)CN1C(=O)CCC1=O)C(C)(C)C=C2C,18,12,-1.4,1.8,-3,3.7,28,0,-8,0,0.0
Cc1cc(C)cc(NC(=O)N2CCCCCCC2)c1,2,20,0.8,4.2,0,3.8,-22,-17,0,-8,-1.9
O=C(Nc1ccc(S(=O)(=O)N2CCCCC2)cc1)c1ccc(CN2CCc3ccccc3C2)cc1,-6,-59,0.3,3.2,1,3.6,4,-4,-6,8,2.1

# Two records drawn at random from the list so far, as already listed:
SMILES,PKA-R1A activ,HTR5A inv ctr,CDK5 inh,phage Ecoli inh,DAGLB inh,AddAB inh,SUMO Mot1 rescue,PKA-R2B act,Tat export inh,HTR5A ag,Ecoli viability
O=C(Nc1ccc(S(=O)(=O)N2CCCCC2)cc1)c1ccc(CN2CCc3ccccc3C2)cc1,-6,-59,0.3,3.2,1,3.6,4,-4,-6,8,2.1
Cc1ccc(C(=O)NCCCNC(=O)c2ccco2)cc1,4,1,-1.9,0.3,1,3.2,6,-1,-3,0,1.0

# The results go on:
SMILES,PKA-R1A activ,HTR5A inv ctr,CDK5 inh,phage Ecoli inh,DAGLB inh,AddAB inh,SUMO Mot1 rescue,PKA-R2B act,Tat export inh,HTR5A ag,Ecoli viability
C/C(=N\N=C(c1ccccc1)c1ccccc1)c1cccs1,-9,13,-7.2,1.5,-12,0.3,2,-2,3,-5,0.7
COc1ccc(CCNC(=O)c2cc3c(=O)n4ccccc4nc3n(CC3CCCO3)c2=N)cc1OC (stereo unspecified),-13,-16,0.6,1.4,0,2.2,10,-2,0,-6,-2.0
Cc1ccc(Nc2ncnc3sc(C)c(C)c23)cc1C,2,-41,4.1,0.9,-5,-1.8,29,-4,-1,1,3.0
Cc1ccccc1OCC(=O)NCC1CCCO1 (stereo unspecified),-8,-23,0.6,1.8,-3,1.5,-12,0,-4,7,0.6
O=C1CSC(=Nc2ccccc2)N1,-4,-5,0.9,3.1,-6,1.0,499,-9,-2,-5,-2.4
CCOc1ccccc1NC(=O)CSc1nnc(-c2cnccn2)n1C,-8,1,0.2,0.4,-1,0.1,1,-4,-7,0,0.5
O=C(NCCCN1CCOCC1)c1cccc(S(=O)(=O)Nc2ccccc2Cl)c1,-8,-7,-1.6,2.8,-1,2.8,243,-6,-9,3,1.9
CCCc1cc(NCc2ccccn2)n2nc(C)c(-c3ccccc3)c2n1,x,x,0.2,0.7,x,2.8,-24,x,3,x,0.8
CCCCOc1ccc(/C=C/C(=O)OCC(=O)N2CC(=O)Nc3ccccc32)cc1OCC,-14,-10,-1.8,2.5,2,-0.8,-23,-1,10,6,0.8
COc1cccc(CNC(=O)CCNC(=O)c2ccc(Br)o2)c1,-10,-12,x,3.4,0,1.7,25,-13,-7,2,-1.2
COc1ccc(-c2cc(C(=O)N3CCN(C(c4ccccc4)c4ccccc4)CC3)no2)cc1,-6,29,-1.1,x,-6,2.2,-21,2,9,4,1.0
CC(=O)c1ccc(NC(=S)NCC(c2ccco2)N2CCCC2)cc1 (stereo unspecified),-4,10,-2.5,-0.4,-2,-2.5,10,-2,4,0,-0.5
